Nrf2 block: Nrf2 qHTS screen for inhibitors; 2.1% of 360,000 active; Potency, µM (series often up to 46 µM), for inactives: at the highest dose activity change, negative = inhibition, most hits filed as inhibitors; AID 504444, 2011; A549 ARE-Fluc reporter, luciferase luminescence, 18-24 h; note: potency is the fitted concentration of half-maximal effect; % is set by controls: 0 for no effect and ±100 for the full control effect; nearly all actives have a fitted effect of over 60% in size
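Nrf2 function is reported as luminescence of an ARE-controlled luciferase in A549 cells. Compounds were tested at several concentrations, and a CellTiter-Fluor read on the same wells flagged cytotoxicity.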
A549 viability: Nrf2 qHTS screen for inhibitors: counterscreen for cytotoxicity; AID 504648, 2011; 0.16% of 390,000 active; Potency, µM (highest dose often 46 µM), for inactives: top-dose activity change, negative = cytotoxicity, usual class: inhibitors; A549 ARE-Fluc cells, CellTiter-Fluor viability, 18-24 h; note: potency is the fitted concentration of half-maximal effect; % is set by controls: 0 for no effect and ±100 for the full control effect
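A549 ARE-Fluc cells in 5% FBS OPTI-MEM, 5000 cells/well, rested 2 h then exposed to compounds in concentration-response for 18-24 h at 37 °C. Viability by CellTiter-Fluor fluorescence (Ex 405/Em 525) after 30 min; luciferase luminescence (BugLite, 15 min, RT) read afterwards.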
ATXN2 expr inh: Primary qHTS for Inhibitors of ATXN expression | HEK-293 ATXN2-luciferase reporter, luminescence, 24 h | Potency, µM (highest dose often 57 µM), without a hit: at the highest dose activity change, negative = inhibition, actives largely listed as inhibitors | 0.72% of 360,000 active; note: potency is the fitted concentration of half-maximal effect; % is set by controls: 0 for no effect and ±100 for the full control effect; nearly all actives have a fitted effect of over 55% in size
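qHTS (up to 57 uM final) was run with 24 h compound exposure of reporter cells at 37 °C. Each well was multiplexed: SteadyGlo luminescence measured ATXN2-luciferase expression after a fluorogenic Gly-Phe-AFC viability readout (25 uM final).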
MCF10A rereplic: A quantitative high throughput screen for small molecules that induce DNA re-replication in MCF 10a normal breast cells; 2.9% of 350,000 active; MCF 10A DNA re-replication, Hoechst nuclear intensity, 48 h; AID 624296, 2012; Potency, µM (highest dose often 46.1 µM), for the others: top-dose activity, positive = re-replication, actives largely listed as activators; note: potency is the fitted concentration of half-maximal effect; % of control where 0% means no effect; nearly all actives have a fitted effect of over 50% in size
ATXN viability: Viability Counterscreen for Primary qHTS for Inhibitors of ATXN expression; 0.49% of 400,000 active; S2 cells (HEK-293 line with an ATXN2-luciferase reporter) viability, CellTiter-Fluor protease fluorescence, 24 h; Potency, µM (doses to about 56.7 µM), actives largely listed as cytotoxic; AID 651635, 2014; note: potency is the fitted concentration of half-maximal effect; nearly all actives have a fitted effect of over 40% in size
Nrf2 ARE act: qHTS of Nrf2 Activators; 0.31% of 410,000 active; AID 624171, 2012; AREc32 ARE-luciferase reporter (MCF7-derived line), luminescence, 24 h; Potency, µM (series often up to 46.1 µM), for the others: at the top dose activation, most hits filed as activators; note: potency is the fitted concentration of half-maximal effect; % of control where 0% means no effect; nearly all actives have a fitted effect of over 65% in size
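Cells of the AREc32 ARE-luciferase line are plated in OPTI-MEM containing 5% FBS and left overnight at 37 deg C. Compounds are pinned in, incubation continues 24 hr, and firefly luciferase signal is then measured.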
IL-1B inflam inh: qHTS for Inhibitors of Inflammasome Signaling: IL-1-beta AlphaLISA Primary Screen | AID 743279, 2014 | 4.7% of 360,000 active | activity change, % at 57.5 µM | THP-1 LPS/ATP IL-1B secretion, AlphaLISA, 16 h; stronger effect = lower value; in the data active = activity change below about -50%; inconclusive = mostly about -30% to -49%; note: % is set by controls: 0 for no effect and ±100 for the full control effect
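THP-1 cells pretreated 1 hr with compounds (up to 57.5 uM final), then stimulated with LPS (250 ng/mL final) plus ATP (1.25 mM final); secreted IL-1B measured by AlphaLISA after 16 hr, decreased signal indicating inhibition.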
HepG2 tox: qHTS for Inhibitors of TGF-b: Cytotox Counterscreen | HepG2 CAGA-GFP viability, ATP luminescence, 18 h | 0.76% of 410,000 active | Potency, µM (doses to about 46.1 µM), inactives show at the highest dose activity change, negative = cytotoxicity, most hits filed as cytotoxic; note: potency is the fitted concentration of half-maximal effect; some results filed as inactive show a strong effect at the top dose
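HepG2 CAGA-GFP cells (1000/well, DMEM with 1% FBS) received compound, then TGF-beta at 500 pg/mL final, and were incubated 18 hours at 37 degrees C. Viability was read by CellTiter-Glo luminescence. Media-only wells were set as complete cell-killing and DMSO as no toxicity.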
TGFb SMAD3 inh: qHTS for Inhibitors of TGF-b; HepG2 CAGA-GFP TGF-b/SMAD3 reporter, GFP fluorescence, 18 h; TGF-beta stimulated, 500 pg/mL final; Potency, µM (highest dose often 46.1 µM), inactives show at the highest dose activity, negative = inhibition, hits mostly inhibitors; 1.2% of 410,000 active; AID 588855, 2011; note: potency is the fitted concentration of half-maximal effect; % is set by controls: 0 for no effect and ±100 for the full control effect; nearly all actives have a fitted effect of over 65% in size
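HEPG2 CAGA-GFP reporter cells (1000/well, DMEM with 1% FBS) received compounds, then recombinant TGF-beta at 500 pg/mL final for 18 hours at 37 degrees C. Per-cell GFP summed per well was normalised to unstimulated and stimulated DMSO controls before curve fitting.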
* marks the source's active call; other numbers are inactive results; i = inactive; u = inconclusive; x = not tested or not shown; & = joins results of further samples; [ ] = remark or other dose. Unless noted, calls come from the whole dose curve; as a rule, active = well fitted curve in the direction sought with a large enough effect; inconclusive = small, poorly fitted or top-dose-only effect, or another doubt; inactive = no such curve, though single readings can be large; an effect the other way counts as inactive or inconclusive.

item	molecule	Nrf2 block	Nrf2 ARE act	TGFb SMAD3 inh	ATXN viability	A549 viability	MCF10A rereplic	ATXN2 expr inh	HepG2 tox	IL-1B inflam inh
1	O=C(Nc1cccc(Cl)c1)C1=Cc2cc(Cl)ccc2OC1	u	2.1%	u	i	u	13µM*	1%	-30%	-6
2	COc1ccc(/C=C/C(=O)NCCNC(=O)c2ccccc2)cc1OC	-1%	0.4%	11%	i	-1%	6%	6%	3%	10
3	CCOc1cc(C2C3=C(CCCC3=O)NC3=C2C(=O)CCC3)ccc1OCCO	x	2.3%	u	i	-15%	-1%	0%	-34%	-5
4	CC(C)C[C@@H](CO)NS(=O)(=O)c1c(F)cccc1F	1%	-0.3%	4%	i	10%	-6%	-7%	-21%	18
5	CSc1ccc(CN(C)C(=O)C2CCN(C(=O)Nc3ccccc3)CC2)cc1	u	-0.1%	-9%	i	u	15%	-23%	-11%	-7
6	CC1(C)CCC[C@]2(C)[C@H]3CC(=O)O[C@]3(C)CC[C@@H]12	0%	-0.6%	1%	i	-6%	14%	9%	4%	3
7	O=c1ccc2[n+]([O-])c3ccc(O)cc3oc-2c1	5%	-0.8%	u	i	u	2%	x	0%	1
8	O=C(c1ccc2c(c1)N(Cc1ccccc1F)C(=O)c1ccccc1S2=O)N1CCC(Cc2ccccc2)CC1 (stereo not given)	u	-0.7%	0%	i	-23%	x	-31%	-25%	x
9	O=C(NCc1ccccc1Br)c1ccc2nc(N3CCCCC3)sc2c1	24%	4.9%	32%[activator]	u	-3%	x	24%	3%	x
10	O=C(c1ccncc1)c1ccc(NS(=O)(=O)c2ccc(Br)s2)cc1	u	-0.1%	2%	i	-8%	-2%	-7%	-32%	26
11	O=C(NCCc1ccccc1)C1CCN(C2CCN(Cc3ccc(CO)o3)CC2)CC1	1%	0.2%	u	i	8%	1%	-8%	-4%	64
12	CC(OC(=O)c1ccc(Cl)c(S(N)(=O)=O)c1)C(=O)NCC1CCCCC1 (stereo not given)	-6%	-1.0%	-12%	i	0%	-2%	x	-8%	45
13	COc1ccccc1-c1nn2c(C(F)(F)F)nnc2s1	-2%	0.4%	0%	i	-8%	2%	6%	-20%	26
14	CCc1ccc(S(=O)(=O)Nc2cc3c(cc2C)n(C)c(=O)n3C)cc1	u	9.3%	-12%	i	2%	u	x	-26%	29
15	COc1cccc(NC(=O)N2CCN(C(=O)C(Cc3ccc(OC)c(OC)c3)NC(C)=O)CC2)c1 (stereo not given)	-13%	-0.7%	0%	u	-3%	-1%	0%	5%	-7

Full records, quoted from the list:
COc1cccc(NC(=O)N2CCN(C(=O)C(Cc3ccc(OC)c(OC)c3)NC(C)=O)CC2)c1 (stereo not given) in the list: Nrf2 block = -13%; Nrf2 ARE act = -0.7%; TGFb SMAD3 inh = 0%; ATXN viability = u; A549 viability = -3%; MCF10A rereplic = -1%; ATXN2 expr inh = 0%; HepG2 tox = 5%; IL-1B inflam inh = -7
O=C(NCc1ccccc1Br)c1ccc2nc(N3CCCCC3)sc2c1 in the list: Nrf2 block = 24%; Nrf2 ARE act = 4.9%; TGFb SMAD3 inh = 32%[activator]; ATXN viability = u; A549 viability = -3%; MCF10A rereplic = x; ATXN2 expr inh = 24%; HepG2 tox = 3%; IL-1B inflam inh = x

Laid out differently: results already given.
#9 O=C(NCc1ccccc1Br)c1ccc2nc(N3CCCCC3)sc2c1
- Nrf2 block = 24%
- Nrf2 ARE act = 4.9%
- TGFb SMAD3 inh = 32%[activator]
- ATXN viability = u
- A549 viability = -3%
- MCF10A rereplic = x
- ATXN2 expr inh = 24%
- HepG2 tox = 3%
- IL-1B inflam inh = x

#13 COc1ccccc1-c1nn2c(C(F)(F)F)nnc2s1
- Nrf2 block = -2%
- Nrf2 ARE act = 0.4%
- TGFb SMAD3 inh = 0%
- ATXN viability = i
- A549 viability = -8%
- MCF10A rereplic = 2%
- ATXN2 expr inh = 6%
- HepG2 tox = -20%
- IL-1B inflam inh = 26

#11 O=C(NCCc1ccccc1)C1CCN(C2CCN(Cc3ccc(CO)o3)CC2)CC1
- Nrf2 block = 1%
- Nrf2 ARE act = 0.2%
- TGFb SMAD3 inh = u
- ATXN viability = i
- A549 viability = 8%
- MCF10A rereplic = 1%
- ATXN2 expr inh = -8%
- HepG2 tox = -4%
- IL-1B inflam inh = 64

(further entries)
item	molecule	Nrf2 block	Nrf2 ARE act	TGFb SMAD3 inh	ATXN viability	A549 viability	MCF10A rereplic	ATXN2 expr inh	HepG2 tox	IL-1B inflam inh
16	CCOC(=O)c1c(C)[nH]c(C)c1C(=O)CSc1nc2ccccc2n1CC	1%	-0.3%	2%	i	-3%	2%	0%	-11%	-25
17	O=C(Nc1cccc2c1CCCC2)c1cc(C2CCCCN2C(=O)OCCF)on1 (stereo not given)	x	0.2%[9.22 µM]	20%	i	x	x	-8%	-2%	8
18	COc1ccc(CCNC(=O)CSc2nc(C)nc3c2c(=O)n(C)c(=O)n3C)cc1OC	5%	-0.4%	-12%	i	-9%	-4%	-19%	-5%	-9
19	CN(CC(=O)Nc1ccc(Cl)c(C(F)(F)F)c1)C(=O)/C=C/c1cccs1	-13%	9.2%	u	i	-2%	24%	x	-23%	-7
20	CCC(Sc1nc2ccccc2[nH]1)C(=O)Nc1cc(C)on1 (stereo not given)	-1%	0.2%	3%	i	0%	-3%	4%	-2%	-1
21	O=C(O)c1ccc2cc[nH]c2c1	-11%	-0.1%	2%	i	-6%	1%	5%	3%	6
22	C[C@H](CO)N1C[C@H](C)[C@H](CN(C)S(=O)(=O)c2cccs2)Oc2ncc(-c3cc4ccccc4o3)cc2C1=O	x	-2.8%	5%	u	x	x	-25%	-31%	-4
23	O=C(NC(=O)C(F)(F)F)Nc1ccc(S(=O)(=O)Nc2nccs2)cc1	4%	-0.5%	-9%	i	16%	0%	x	-4%	11
24	COc1ccc(-n2nc3c(N4CCC(C(=O)NCc5ccccc5C)CC4)nnc(C)c3c2C)cc1	1%&-11%	3.1%&3.8%	u	i	u	u	-5%	-5%&-89%	-95*
25	Cc1cc(C)nc(NC(=O)CSc2nc3cc(Cl)ccc3s2)n1	x	4.4%	14%	i	-6%	5%	13%	-18%	41
26	CCOc1ccc(-c2[nH]nc3c2C(c2ccc4c(c2)OCO4)C(C#N)=C(N)O3)cc1OC (stereo not given)	-3%	u	4%	i	3%	2%	1%	6%	18
27	O=C(CSc1nnc(-c2c[nH]c3ccccc23)o1)N1c2ccccc2CCc2ccccc21	12µM*	-0.1%	u	i	-26%	-2%	-24%	-12%	-68*
28	CCS(=O)(=O)C1=NSC2=NC(=O)/C(=C\c3ccc(OC(=O)c4ccco4)cc3)C(=N)N21	1%	0.1%	4%	i	-3%	0%	-4%	4%	9
29	COc1cc(C(=O)Nc2ccc(S(=O)(=O)Nc3onc(C)c3C)cc2)cc(OC)c1OC	u	-0.5%	17%	i	-1%	-3%	0%	-3%	39
30	Nc1nc(SCc2ccccc2[N+](=O)[O-])c2ncn(Cc3ccccc3)c2n1	u	1.0%	-12%	i	-6%	22%	-15%	-36%	-21

(continued)
item	molecule	Nrf2 block	Nrf2 ARE act	TGFb SMAD3 inh	ATXN viability	A549 viability	MCF10A rereplic	ATXN2 expr inh	HepG2 tox	IL-1B inflam inh
31	C/C(=N\Nc1ccccn1)c1ccc(S(=O)(=O)NCc2ccco2)cc1	u	0.5%	2%	i	10%	8%	25%	-1%	-26
32	COc1ccccc1N1CCN(C(=O)CSc2nc3ccccc3nc2Cc2ccccc2)CC1	x	0.4%	-8%	u	15%	x	-37%	-18%	x
33	CCCSc1nc(N2CCCC2)c2c(c1C#N)CC(C)(C)OC2	u	-0.4%	13%	i	-5%	u	2%	4%	11
34	CCN(CC)C(=O)N1CCN(S(=O)(=O)c2ccccc2)CC1	1%	-0.4%	-7%	i	15%	27%	13%	-27%	3
35	CC(C)C[C@@H]1CN=C(N)N1C[C@@H]1CCCN1C[C@@H](C(C)C)N1C[C@@H](Cc2ccccc2)N(CCc2ccc(Cl)c(Cl)c2)C1=N	0%	0.2%	5%	i	3%	4%	-16%	-25%	u
36	COc1ccc(-c2cn3c(n2)sc2cc(C(=O)Nc4ccc(C)cc4C)ccc23)cc1	23%	3.5%	-15%	x	-2%	x	x	-14%	x
37	O=c1ccn([C@@H]2O[C@H](COS(=O)(=O)O)[C@@H](O)[C@H]2O)c(=O)[nH]1	2%	3.1%	-8%	i	-2%	u	-12%	-8%	-2
38	Cc1cc(NC(=O)CSc2nnnn2Cc2ccccc2)no1	-18%	0.2%	15%	i	-2%	-7%	-4%	-5%	39
39	COc1ccc(NS(=O)(=O)c2cccc(C(=O)NCc3ccccc3CN3CCCC3)c2)cc1	u	6.7%	4%	u	u	u	x	-6%	-26
40	CC(OC(=O)c1ccc2c(c1)OCO2)C(=O)NC1CCCCC1 (stereo not given)	x	-0.2%	-2%	i	x	x	x	-5%	0
41	NC(CSC1(c2cccc3ccccc23)c2ccccc2-c2ccccc21)C(=O)O (stereo not given)	4%	-0.2%	-13%	i	-1%	u	5%	2%	17
42	CC(C)Nc1nc(Nc2ccc(Cl)cc2F)c2sccc2n1	x	3.8%	u	u	x	x	u	-31%	-1
43	S=C(Cc1ccc(-c2ccccc2)cc1)N1CCOCC1	-19%	-0.9%	-7%	i	-11%	1%	x	-1%	-26
44	Cc1ccccc1CNC(=O)Cn1ccc2cc(S(=O)(=O)N3CCCCCC3)ccc21	-23%	-0.3%	-6%	i	-15%	-2%	12%	-2%	0
45	Cc1ccccc1N(C(=O)Cc1ccsc1)C(C(=O)NC1CCCCC1)c1ccc(F)cc1 (stereo not given)	10%	-0.3%	20%	i	-4%	u	3%	-3%	3

Screening results deposited in PubChem BioAssay by National Center for Advancing Translational Sciences (NCATS).
